From PubChem
Avidin fluor: compound fluoresces at 488/530 nm on avidin beads | 220,000 compounds, 0.38% hits | compound fluorescence 488/530 nm, flow cytometry; active compounds read high | fluorescence (KMESF) at 10 µM | AID 1775; in the data active means fluorescence above about 47; further: inactives centre near 10
Rac1 wt modul: human Rac1 wildtype GTP binding, inhibitors and activators | P63000 | 190,000 compounds, 0.27% hits | AID 757 | GTP binding activity (% of control), % at 10 µM | GST-Rac1 beads, fluorescent GTP binding, flow cytometry; actives lie on both sides; 0 = cold GTP competed, 100 = untreated;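 active means GTP binding activity at least 20 points away from the 100% control level, either lower or higher; inconclusive means compound flagged as likely green fluorescent, judged across all proteins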
Mcl1-Bid inh: disrupts binding of human Mcl-1 to Bid peptide | Q07820 | TR-FRET Mcl-1/Bid-Dy647 peptide binding, 1536-well | inhibition, % at 21.7 µM | 220,000 compounds, 0.97% hits | AID 1021;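 active means compounds that cut the binding signal by more than half at the single screening dose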;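 further: His-tagged Mcl-1 with europium anti-His antibody binding Bid BH3 peptide; 0% = Mcl-1 plus peptide wells and 100% = peptide-only wells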
Target sequence (Q07820 whole entry, looked up): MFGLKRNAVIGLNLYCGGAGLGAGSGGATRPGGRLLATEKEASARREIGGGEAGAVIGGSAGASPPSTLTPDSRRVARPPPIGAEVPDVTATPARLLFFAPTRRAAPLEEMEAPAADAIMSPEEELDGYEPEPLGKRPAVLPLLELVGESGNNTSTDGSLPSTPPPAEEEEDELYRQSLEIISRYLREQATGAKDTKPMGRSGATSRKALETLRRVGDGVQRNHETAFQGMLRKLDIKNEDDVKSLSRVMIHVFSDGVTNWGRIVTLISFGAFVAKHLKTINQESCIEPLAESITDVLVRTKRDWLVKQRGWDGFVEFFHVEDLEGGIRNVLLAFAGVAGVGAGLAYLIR
HRas wt GTP bind: human HRas wildtype GTP binding, change in either direction; GST-Ras wt beads, Bodipy-FL-GTP binding, flow cytometry; actives lie on both sides; GTP binding activity, % at 10 µM; 190,000 compounds, 0.14% hits;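 active means GTP binding activity at least 20% away from the 100% baseline, either lowered as inhibitor or raised as activator; inconclusive means flagged as likely green fluorescent, judged across all proteins in the well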;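 further: 0% = unlabeled GTP competition control and 100% = no-compound control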
Target sequence (P01112 whole entry, looked up): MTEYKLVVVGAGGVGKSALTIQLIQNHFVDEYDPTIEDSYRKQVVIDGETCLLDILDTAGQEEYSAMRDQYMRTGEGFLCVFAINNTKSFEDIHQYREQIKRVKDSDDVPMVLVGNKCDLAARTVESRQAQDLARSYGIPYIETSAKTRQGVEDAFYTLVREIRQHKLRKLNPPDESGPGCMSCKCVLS
GSH fluor: compound fluoresces at 488/530 nm on GSH beads | GSH beads flow cytometry, compound fluorescence 488/530 nm; active compounds read high | 190,000 compounds, 0.25% hits | fluorescence (KMESF) at 10 µM | AID 1776; in the data active means fluorescence above about 89;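 further: glutathione beads carrying GST-tagged Bcl family fusion proteins plus one bare bead set; values are compound well signal with DMSO vehicle wells as background; inactives centre near 16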
Mcl1 Noxa PPI: disrupts binding of human Mcl-1 to Noxa peptide; Q07820; TR-FRET Mcl-1/Noxa peptide binding, 2 h; inhibition, % at 21.7 µM; 220,000 compounds, 1.5% hits; AID 1022;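 active means compounds that cut the protein-peptide binding signal by more than 50% relative to plate controls in a single-dose test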;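 further: His-tagged Mcl-1 with rhodamine Noxa BH3 peptide and terbium anti-His antibody; 0% = Mcl-1 plus Noxa peptide wells and 100% = peptide-only wells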
Pf gamet viab: P. falciparum stage V gametocyte viability inhibition | P. falciparum stage V gametocytes, ATP luminescence, 24 h | inhibition, % at 10.9 µM | 150,000 compounds, 0.065% hits;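 active means inhibition above the mean plus 3 SD of compounds within the control limits, set per campaign, cut at about 38% in these data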;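 further: 0% = DMSO wells and 100% = medium only without gametocytes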
Rab7 wt modul: alters GTP binding to wildtype dog Rab7; AID 758; GTP binding activity (percent of control), % at 10 µM; 190,000 compounds, 0.055% hits; GST-Rab7 beads, fluorescent GTP binding, flow cytometry; actives lie on both sides; untreated = 100%, excess cold GTP = 0%;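 active means fluorescent GTP binding to Rab7 beads changed by at least 20 points from the 100% baseline, either direction, mostly lower; inconclusive means compound itself probably fluorescent, or too few beads counted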;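 further: median green fluorescence of bound Bodipy-FL-GTP per Rab7 bead population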
Cdc42 wt: modulators (inhibitors or activators) of GTP binding to human Cdc42 wildtype | AID 761 | GST-Cdc42 beads, Bodipy-GTP binding, flow cytometry; actives lie on both sides | P60953 | 190,000 compounds, 0.2% hits | percent activity (GTP binding), % at 10 µM;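 active means percent activity GTP binding at least 20 points away from the 100% baseline, either down as inhibitor or up as activator; inconclusive means compound flagged as likely green fluorescent from well-wide comparison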;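 further: median bead fluorescence of bound Bodipy-FL-GTP at 100 nM; 0% = excess unlabeled GTP control and 100% = no compound control; below 100% means less GTP binding so inhibitor and above means activator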
Target sequence (P60953 whole entry, looked up): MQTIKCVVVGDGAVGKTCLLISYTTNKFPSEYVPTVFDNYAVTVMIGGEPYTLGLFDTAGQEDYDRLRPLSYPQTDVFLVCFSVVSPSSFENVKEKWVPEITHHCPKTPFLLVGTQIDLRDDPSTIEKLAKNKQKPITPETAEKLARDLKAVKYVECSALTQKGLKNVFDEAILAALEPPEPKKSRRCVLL
Rac1 mut GTP: alters GTP binding to activated mutant human Rac1; GST-Rac1 activated beads, fluorescent GTP binding, flow cytometry; actives lie on both sides; 100% means binding = to untreated wells; percent activity (GTP binding), % at 10 µM; 190,000 compounds, 0.11% hits;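 active means GTP binding at least 20 percentage points away from the 100% baseline, in either direction, so actives lie on both sides; inconclusive means Compound likely fluorescent itself, or too few beads counted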
Rab2A wt mod: changes GTP binding to wildtype dog Rab2A, up or down. P61105. GST-Rab2 wt beads, Bodipy-GTP binding, flow cytometry. GTP binding activity, % at 10 µM. 190,000 compounds, 0.19% hits. AID 760;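 active means GTP binding activity at least 20 points away from 100%, either lowered or raised; inconclusive means signal likely due to the compound's own green fluorescence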;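 further: 0% = beads with excess unlabeled GTP and 100% = no-compound control corrected for plate trend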
Active calls of the source: *; ? = inconclusive; nt = no result given.

SMILES	Avidin fluor	Rac1 wt modul	Mcl1-Bid inh	HRas wt GTP bind	GSH fluor	Mcl1 Noxa PPI	Pf gamet viab	Rab7 wt modul	Cdc42 wt	Rac1 mut GTP	Rab2A wt mod
O=C(C1CCN(S(=O)(=O)c2ccc(Br)s2)CC1)N1CCN(C2CCCCC2)CC1	8	100	-18	95	15	-12	-27	97	99	96	100
CCNS(=O)(=O)c1ccc(NC(=O)c2cc(C(F)(F)F)nn2C)cc1	11	97	-6	98	7	0	nt	97	96	96	99
CCCn1nnnc1NCc1cccn1C	4	104	-78	101	6	-1	nt	99	102	99	98
CC(C)Cc1nnc(NC(=O)CCN2C(=O)c3ccccc3C2=O)s1	6	102	-16	98	27	-3	nt	96	100	100	99
NC(=O)NCc1ccc(Cl)cc1	19	101	-16	101	13	4	nt	102	100	103	102
CCOC(=O)c1nnn(-c2nonc2N)c1-c1cccs1	11	106	-15	100	27	22	11	101	103	102	101
CC(C)Cn1c(N)c(C(=O)COC(=O)c2ccc3ccccc3n2)c(=O)n(C)c1=O	22	102	-41	102	17	4	nt	100	102	95	99
O=C(CSc1ccc(-c2ccccc2)nn1)NCC1CCCO1 (stereo not given)	3	101	-14	99	12	11	15	98	97	98	95
CCC(C)(C(=O)NC1CCCCC1)N(C(=O)c1cnccn1)c1c(C)n(C)n(-c2ccccc2)c1=O (stereo not given)	15	97	-19	97	11	6	-5	97	96	95	96
COc1ccc(/C=N/NC(=O)c2ccc(COc3cccc4cccnc34)cc2)cc1OC	8	?	-24	?	12	43	5	?	?	?	?
COC(=O)C(CSCc1ccccc1)NC(=O)CSc1nc(N)cc(=O)[nH]1 (stereo not given)	7	100	-19	98	13	22	17	102	98	98	98
Cc1ccc2cc(C3CC(c4ccco4)=NN3C(=O)CCC(=O)O)c(Cl)nc2c1 (stereo not given)	2	99	-21	98	11	7	6	105	97	95	95
OC1(C#CCN2CCOCC2)CCCCC1	9	102	0	100	13	12	15	93	99	94	99
COc1ccc(NC(=O)c2oc3ccccc3c2NC(=O)COc2ccccc2OC)c(OC)c1	16	107	-4	107	20	20	nt	106	108	102	106
CCCC1=C(C(=O)OCC)C(c2cccs2)C(C#N)=C(N)O1 (stereo not given)	14	?	-33	?	49	-3	nt	?	?	?	?
O=C(COC(=O)c1sc2ccccc2c1Cl)NCC1CCCCC1	11	101	17	100	11	4	nt	102	98	99	99
CCOC(=O)c1sc(C)c2c1NC1(CCCCC1)NC2=O	33	105	-7	100	47	-3	nt	98	100	99	100
Cn1nc(C(C)(C)C)c([N+](=O)[O-])c1C(=O)Nc1ccccc1	4	101	-2	101	10	-16	-14	104	102	100	100
Cc1ccc(-n2nc(C)c(NC(=O)CCl)c2C)cc1	21	105	-16	101	12	-1	5	100	101	102	100
CCCCN1C=CC(=C2N=c3cccc([N+](=O)[O-])c3=N2)C=C1	2	104	-36	100	8	12	10	103	102	99	102
Cc1noc(C)c1C(=O)NCCCc1ccccc1	21	102	2	97	11	-3	11	98	100	99	96
COC(=O)C[n+]1cccc2ccccc21	9	101	-7	100	24	22	-14	106	99	100	105
Cc1cc(C)c2c(C)c(C(=O)Nc3c(C)n(C)n(-c4ccccc4)c3=O)oc2c1	2	101	-51	98	9	5	5	98	98	100	98
CC(C)OC(=O)CSc1nc2cccnc2n1C1CCCCC1	4	97	-16	99	25	-6	nt	100	98	96	98
CC(=O)Nc1c(O)nc(SCC(=O)N2CCN(c3ccc(F)cc3)CC2)[nH]c1=O	16	96	-30	94	25	5	nt	98	97	95	98
C=CCn1c(CCSCc2ccc(OC)c(C)c2)n[nH]c1=S	14	102	-71	101	23	10	-11	100	97	96	99
CCN1CCN(c2nc3c(C)cccn3c(=O)c2/C=C(\C#N)S(=O)(=O)c2ccc(C)cc2)CC1	5	98	-32	96	22	38	nt	99	95	97	94
Cc1nc(Nc2ccccc2Cl)sc1C(=O)Nc1ccccc1	6	102	20	99	15	25	20	96	98	100	97
O=C(c1ccccc1NS(=O)(=O)c1ccc(Cl)cc1)N1CCc2ccccc21	23	96	11	97	11	8	12	96	97	92	95
O=C(CS(=O)(=O)c1ccccc1)Nc1ccc(S(=O)(=O)Nc2ccccn2)cc1	10	99	-7	99	8	3	12	107	102	96	101
CCCCC(O)(CCCC)C(=O)NN(C(=O)OC)c1ccccc1	3	103	-6	100	7	13	-5	98	101	101	100
C=CCSC1=NC(N)=C(C#N)C2(CCCCC2)C1C(N)=O (stereo not given)	18	100	-31	97	19	3	3	95	99	98	97
Cc1nc([N+](=O)[O-])c(Br)n1CC(=O)c1ccc(Cl)cc1	9	98	-2	100	41	11	-44	102	98	95	99
Cn1c(-c2ccccc2)cc2c3no[n+]([O-])c3ccc21	32	95	-5	99	19	20	nt	98	97	93	96
Cc1cccc(CCNC(=O)C2CCC(CNS(=O)(=O)c3cccs3)CC2)c1 (stereo not given)	8	102	-14	97	22	6	-19	101	98	98	98
CC(C)c1ccc(NC(=O)COc2ccc(F)cc2C(=O)c2cnn(-c3ccccc3)c2)cc1	12	103	-10	99	23	-9	nt	100	100	99	100
O=C(COc1ccc(/C=N/NS(=O)(=O)c2ccccc2)cc1)Nc1ccc(F)cc1	35	91	-23	92	13	23	nt	91	92	92	89
CC1CC(C)(C)NC(=O)O1 (stereo not given)	7	102	-6	105	19	-5	nt	105	106	98	104
O=S(=O)(NC1CCCC1)c1cccc(S(=O)(=O)N2CCC(n3nnc4ccccc43)CC2)c1	9	?	-21	?	17	-8	nt	?	?	?	?
CCN1CCN(C(c2cccc(OC)c2)c2sc3nc(C)nn3c2O)CC1 (stereo not given)	14	100	-3	98	12	-5	-1	97	102	99	102
N#Cc1ccc(CSc2nnc(-c3cccnc3)o2)cc1	11	102	-21	102	23	10	-4	108	97	96	99
CC(C)CCNC(=O)c1ccc2nc[nH]c2c1	8	108	4	103	16	10	nt	103	101	103	102
CCN(CC)S(=O)(=O)c1ccc2c(c1)nc(SCC(=O)N1CCOCC1)n2-c1ccccc1OC	7	100	-6	99	17	-21	nt	97	100	96	99
CCOc1ccc(-c2nc(N)ncc2-c2ccccc2)c(O)c1	9	102	51*	99	11	26	nt	99	100	98	98
CC(C)(C)NC(=O)C(=O)NNC(=O)c1cccc([N+](=O)[O-])c1	9	100	-34	99	25	2	-23	114	96	95	103
CCn1c(SCC(=O)c2ccc(O)c(O)c2)nnc1-c1ccccc1	5	96	6	95	37	13	nt	97	96	96	98
CCN(CC)C(=O)c1sc(NC(=O)c2ccco2)c(C#N)c1C	33	107	-9	99	30	23	nt	97	104	97	97
CS(=O)(=O)c1ccc2nc(NC(=O)c3cccs3)sc2c1	56*	103	5	101	16	8	19	98	102	101	100
O=C(CSc1nc(-c2ccco2)cc(C(F)(F)F)n1)N1CCN(c2cccc(Cl)c2)CC1	5	103	-14	99	27	-9	nt	99	100	97	98
O=C(NCc1nnc2c3ccccc3c(-c3ccccc3)nn12)c1ccc(Cl)cc1	15	101	-13	98	11	-75	-12	96	94	99	95
N=c1c(C(=O)NCC2CCCO2)cc2c(=O)n3ccccc3nc2n1Cc1cccnc1 (stereo not given)	23	103	-13	96	18	12	16	92	101	99	98
CCOc1ccc(C(=O)Nc2ccccc2N2CCOCC2)cc1	14	101	-35	100	23	12	14	99	101	98	99
CCn1cc(CNCc2cn(-c3ccccc3C)nc2-c2ccc(OC)c(F)c2)cn1	13	98	-23	99	12	3	-28	104	99	97	101
CCCCCCn1c(SCCC)nc2c1c(=O)[nH]c(=O)n2C	5	101	-12	100	25	7	-9	100	100	98	96
C=CCOc1c(Cl)cc(C2NC(=O)NC(C)=C2C(=O)OC)cc1Cl (stereo not given)	12	94	-11	97	39	-5	4	99	95	87	94
O=C(NNc1cccc(Cl)n1)c1ccc(Cl)nc1	3	110	-35	101	10	1	-12	104	102	102	100
CCCCN(CCCC)/C(N)=N/c1nc(C)cc(C)n1	10	97	-28	95	11	-2	22	96	96	94	95
CC(C)(C)NC(=O)CSc1nncn1NCc1c(Cl)cccc1Cl	8	102	7	99	32	19	nt	99	98	98	99
COc1cccc(NC(=O)c2ccccc2-c2nc(-c3ccccc3)no2)c1	15	98	-9	98	36	1	-13	98	97	93	96
COc1ccc(Oc2nnnn2-c2ccccc2)cc1	5	107	-11	100	15	-3	nt	100	101	99	100

Going on with the list.
SMILES	Avidin fluor	Rac1 wt modul	Mcl1-Bid inh	HRas wt GTP bind	GSH fluor	Mcl1 Noxa PPI	Pf gamet viab	Rab7 wt modul	Cdc42 wt	Rac1 mut GTP	Rab2A wt mod
Cc1ccc(Cn2nc(C)c(NC(=O)c3cc(-c4ccc5c(c4)OCO5)on3)c2C)cc1	21	105	1	98	20	7	-17	96	100	98	99
CC(C)CNC(=O)CC1Nc2ccccc2NC1=O (stereo not given)	9	99	-37	102	20	5	nt	104	102	97	102
COc1ccccc1NC(=O)c1csc(-n2nc(C)cc2C(F)(F)F)n1	19	100	2	98	20	12	1	100	101	97	99
CCC(C(=O)O)n1nc(-c2ccccc2)c2cc(Cl)ccc21 (stereo not given)	31	108	8	102	29	6	-8	106	108	107	106
C#CCNC(=O)C1=C[C@@H](C2CCCCC2)C[C@@H](OCc2ccc(CO)cc2)O1	7	97	-11	97	20	-6	-3	100	97	94	95
COc1ccccc1CN1C(=O)CCC1(C)C(=O)NCc1cccnc1 (stereo not given)	27	107	0	102	22	-5	-17	101	104	104	102
CN1CCN(C(=O)c2c(O)c3cccc4c3n(c2=O)CC4)CC1	33	105	15	99	23	20	nt	98	103	99	99
O=S(Cc1cc(Sc2ccccc2)nc(-c2ccccc2)n1)c1ccccc1 (stereo not given)	7	95	24	96	56	-4	-17	96	97	95	96
CC1SC(c2ccc(F)cc2)NC1=O (stereo not given)	11	105	-14	100	21	-7	7	103	97	95	98
CCn1c(SCc2nc(-c3ccc(OC)c(OC)c3)no2)nnc1-c1cccs1	15	107	-17	101	51	-11	-32	98	104	98	99
COc1ccccc1NC(=O)C(=O)N/N=C/c1ccc([N+](=O)[O-])s1	7	97	93*	93	9	93*	nt	96	95	93	93
Cc1nnsc1C(=O)Nc1cccc(Cl)c1Cl	5	103	-6	100	15	16	-22	97	99	98	96
Cc1cccc(Cc2nnc(CCC(=O)N(CC3CC3)CC3CCCO3)o2)c1 (stereo not given)	11	97	-7	94	18	-6	nt	95	95	94	93
